OX1R antag = human HCRTR1 antagonism; O43613; CHO/OX1R cells, Fluo-8 calcium fluorescence, orexin A; inhibition, % at 5 µM; hit rate 0.43% among 330,000;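 active means inhibition above its plate's threshold, mean inhibition of all tested compounds on the plate plus 3 SD, cut at about 37% in these data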;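 further: 0% = orexin A challenge wells and 100% = SB-334867-A antagonist wells; not every result past the cut was called active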
Target sequence (O43613 whole entry, looked up): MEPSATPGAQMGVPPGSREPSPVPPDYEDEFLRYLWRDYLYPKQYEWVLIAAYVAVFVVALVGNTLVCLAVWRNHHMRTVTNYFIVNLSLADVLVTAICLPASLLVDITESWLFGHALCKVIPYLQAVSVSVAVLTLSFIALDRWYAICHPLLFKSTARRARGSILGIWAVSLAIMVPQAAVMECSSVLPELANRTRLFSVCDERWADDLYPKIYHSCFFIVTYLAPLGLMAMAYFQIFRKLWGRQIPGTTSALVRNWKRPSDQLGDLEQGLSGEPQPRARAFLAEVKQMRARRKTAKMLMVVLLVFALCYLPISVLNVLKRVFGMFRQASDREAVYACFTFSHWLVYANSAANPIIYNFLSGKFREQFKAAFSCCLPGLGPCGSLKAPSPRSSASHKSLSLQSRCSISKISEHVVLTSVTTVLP
CHT allo act = allosterically activates the human high affinity choline transporter; B-score at 10 µM; CHT-expressing cells, membrane potential dye, choline EC20; stronger effect = higher value; LV-AA mutant CHT in HEK293 cells; AID 488977; hit rate 0.49% among 310,000;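 active means initial fluorescence not abnormally high and integrated response B-score, plate-corrected, over 3 SD above library mean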
Target sequence (Q9GZV3 whole entry, looked up): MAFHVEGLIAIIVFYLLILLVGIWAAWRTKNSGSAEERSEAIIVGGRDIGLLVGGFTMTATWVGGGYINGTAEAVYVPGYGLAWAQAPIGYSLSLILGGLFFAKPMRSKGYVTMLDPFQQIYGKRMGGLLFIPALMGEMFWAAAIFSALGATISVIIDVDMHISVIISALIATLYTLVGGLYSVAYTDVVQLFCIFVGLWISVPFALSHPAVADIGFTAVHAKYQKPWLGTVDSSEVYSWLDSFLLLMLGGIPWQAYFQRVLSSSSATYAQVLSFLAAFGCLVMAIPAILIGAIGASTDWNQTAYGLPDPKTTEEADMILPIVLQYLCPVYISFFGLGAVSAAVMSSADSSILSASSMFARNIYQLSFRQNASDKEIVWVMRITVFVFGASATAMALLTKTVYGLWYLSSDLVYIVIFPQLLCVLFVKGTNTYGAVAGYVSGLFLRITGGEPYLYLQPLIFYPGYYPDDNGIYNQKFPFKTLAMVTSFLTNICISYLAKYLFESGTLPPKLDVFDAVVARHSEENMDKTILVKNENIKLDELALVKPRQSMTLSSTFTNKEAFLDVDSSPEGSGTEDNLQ
* hit, by the source's call; i = inactive; x = not tested or not shown.

Structure | OX1R antag | CHT allo act
CCn1cc(C(=O)O)c(=O)c2cnc(N3CCN(C(=S)Nc4ccccc4C(F)(F)F)CC3)nc21 | -25 | i
CC(=O)NCc1ccc(S(=O)(=O)N/N=C/c2ccccc2)cc1 | 0 | i
Cn1c(SCC(=O)Nc2ccc(F)cc2)nc2c([nH]c3ccccc32)c1=O | -45 | i
CCCCNS(=O)(=O)c1ccc2nc(SCC(=O)Nc3sccc3C#N)[nH]c2c1 | 54* | i
COC(=O)c1ccc(C2NC(C(=O)O)CS2)cc1 (centres undefined) | -12 | i
CCOC(=O)c1ccccc1NC(=O)CSc1nnc(C(C)C)n1CC | -30 | i
CC[C@]1(C(=O)OC)[C@H]2C(=O)N(C)C(=O)[C@H]2[C@H]2CN(C)C(=NC3CCCCC3)N21 | -10 | x
OC(CCCN1CCC(O)(c2ccc(Cl)cc2)CC1)c1ccc(F)cc1 (centres undefined) | -17 | i
CCc1cccc(NC(=O)COC(=O)C2CCN(c3ccc(C(F)(F)F)cn3)CC2)c1 | -25 | i
COCCNC(=O)c1cc(OC)c(OC)cc1[N+](=O)[O-] | -9 | i
CCNC(=O)NC(=O)CSc1nc2ccccc2n1CC(C)C | -19 | i
Cc1c(C#N)c(SCC(N)=O)nc2c1CCCC2 | 5 | i
COC(=O)c1ccc(N)nc1 | -1 | i
CCOC(=O)c1c(NC(=O)CSc2nc3ccccc3o2)sc(C(C)=O)c1C | -9 | 9.1*
CCCn1c(N)c(C(=O)COC(=O)CNC(=O)c2ccc(C)c(C)c2)c(=O)n(C)c1=O | -18 | x
CCCN1CCN(C(=O)Nc2ccc(OCC)cc2)CC1 | -3 | i
COc1ccc(OCCCC(=O)Nc2cccc(C(C)=O)c2)cc1 | -9 | i
Cc1cc(F)ccc1S(=O)(=O)N1CCCOC1CNC(=O)C(=O)NC1CCCC1 (centres undefined) | 1 | i
COc1ccc(/C(C)=N/OCC(=O)N2CC3(C)CC2CC(C)(C)C3)cc1 (centres undefined) | -10 | i
O=C(OCC(=O)N(C1CCCCC1)C1CCCCC1)c1cnccn1 | -2 | i

(continued)
Structure | OX1R antag | CHT allo act
Cc1cc(C)c(OCC(=O)OCC(=O)N(C)C2CCS(=O)(=O)C2)c(C)c1 (centres undefined) | -9 | i
COc1cc2c(cc1OC)CN(C(=O)/C=C/c1ccccc1[N+](=O)[O-])CC2 | -19 | i
CS(=O)(=O)N1CCN(c2ccc(NC(=O)CSc3nnc(-c4ccco4)o3)cc2)CC1 | -23 | i
CCOC(=O)N1CCN(Cc2nc3cc([N+](=O)[O-])ccc3n2CC)CC1 | -4 | i
CCCCn1c(CN2CCN(c3cccc(Cl)c3)CC2)nc2c1c(=O)[nH]c(=O)n2C | -12 | i
CCOC(=O)c1ccc(NC(=O)N2CC(C)OC(C)C2)cc1 (centres undefined) | -17 | i
CC(=O)c1ccc(COC(=O)c2ccccc2NC(=O)C(C)C)cc1 | -31 | i
CCOC(=O)Cn1c2c(c(=N)c3ccccc31)CCC2 | -3 | i
C=Cc1ccc(C2=CC(=O)C[C@H](c3ccc(OC)cc3)C2)cc1 | 7 | x
C=CCn1c(CSc2ccc(C)cc2)n[nH]c1=S | -10 | i
CC1(C)CC(=O)c2cnc(N3CCc4ccccc4C3)nc2C1 | -28 | i
Cc1ccc(C)c(NCCC#N)c1 | -5 | i
COc1cc(OC)cc(-c2nc3nc(C)c(CCC(=O)O)c(C)n3n2)c1 | -16 | i
COc1cccc(/C=N/NC(=O)c2c(-c3ccccc3)noc2C)c1 | 0 | i
CC(Oc1ccccc1)C(=O)Nc1nc2c(s1)C(=O)CC(C)(C)C2 (centres undefined) | -14 | i
Cc1ccc(C2SCC(C(=O)O)N2C(=O)c2ccc(F)cc2)cc1 (centres undefined) | -11 | i
COC(=O)c1ccc(CSc2nnc(NC(=O)C3CCCO3)s2)cc1 (centres undefined) | -15 | i
O=C(Nc1ccc(F)c(F)c1)c1ccc(F)c(S(=O)(=O)N2CCOCC2)c1 | -14 | i
O=C(c1ccc(Br)cc1)N1CCCc2ccccc21 | -24 | i
O=C1C(=O)N(CCO)C(c2ccc(Br)cc2)/C1=C(\O)c1ccccc1 (centres undefined) | 6 | i

More results follow:
Structure | OX1R antag | CHT allo act
C/C(=N\NC(=O)CCCC(=O)O)c1c(-c2ccccc2)c2cc(Cl)ccc2[nH]c1=O | -10 | i
CC(C)CCNC(=O)c1ccc(NC(=O)C2=CSCCO2)cc1 | -18 | i
O=C1CC(c2ccco2)Cc2nc(Nc3nc(-c4ccccc4)c4ccccc4n3)ncc21 (centres undefined) | -18 | i
CCN(CC)CCN(C)Cc1ccc(Br)cc1 | -23 | i
O=C(Nc1nnc(-c2ccc3c(c2)OCCO3)o1)c1ccc(Cc2ccccc2)cc1 | -4 | i
CCN1CCN(c2ccc(S(=O)(=O)N3CCCCC3)cc2NC(=O)Cc2ccc(OC)cc2)CC1 | -20 | i
CCN=C(Nc1ccc(Cl)cc1)c1cccnc1 | -11 | i
Cc1ccc(S(=O)(=O)N2CCC(C(=O)NNC(=O)c3ccccc3O)CC2)cc1 | -30 | i
CCN(CC(=O)NCc1cccs1)C(=O)c1cccc(S(=O)(=O)N(C)C)c1 | -21 | x
O=C(CCCN1C(=O)S/C(=C\C=C\c2ccccc2)C1=O)Nc1ccc(O)cc1 | -16 | i
N/C(COc1ncn(-c2ccccc2)n1)=N\S(=O)(=O)c1ccc(Cl)cc1Cl | -16 | i
O=C(COC(=O)/C=C/c1cccs1)Nc1ccc(Cl)cc1F | -2 | x
CCN(CC(=O)Nc1ccc2c(c1)OCO2)S(=O)(=O)c1ccccc1 | -7 | i
O=C(OCCC1Oc2cccnc2NC1=O)c1ccc(Cl)cc1 (centres undefined) | 0 | i
CCOC(=O)c1ccc(NC(=O)Cn2nnc(-c3ccccc3F)n2)cc1 | -12 | i
COCCn1nnnc1C(C(C)C)N1CCN(C(=O)c2ccco2)CC1 (centres undefined) | 0 | i
O=C(c1cccc(S(=O)(=O)N2CCCCC2)c1)N1CCc2ccccc21 | -30 | i
O=C(CCCn1cnc([N+](=O)[O-])n1)Nc1cccc2ccccc12 | 3 | i
CC(C)OCCCNC(=O)C1CC(=O)N(CCc2ccc(F)cc2)C1 (centres undefined) | -15 | i
CCOc1ccc(/C=N/n2c(C)nc3ccccc3c2=O)cc1 | -15 | i

Copied from the list:
OX1R antag result of O=C(CCCN1C(=O)S/C(=C\C=C\c2ccccc2)C1=O)Nc1ccc(O)cc1 = -16
OX1R antag result of CCN1CCN(c2ccc(S(=O)(=O)N3CCCCC3)cc2NC(=O)Cc2ccc(OC)cc2)CC1 = -20
OX1R antag result of O=C1CC(c2ccco2)Cc2nc(Nc3nc(-c4ccccc4)c4ccccc4n3)ncc21 (centres undefined) = -18
OX1R antag result of O=C(CCCn1cnc([N+](=O)[O-])n1)Nc1cccc2ccccc12 = 3
OX1R antag result of CCN(CC(=O)Nc1ccc2c(c1)OCO2)S(=O)(=O)c1ccccc1 = -7

Going on with the list:
Structure | OX1R antag | CHT allo act
Cc1ccc(-c2nc(Nc3cccc(C)c3)sc2CC(=O)O)cc1 | -13 | i
COc1cc(C=O)cc(Cl)c1OC(=O)N1CCOCC1 | -3 | i
COCCNC(=O)C(=O)N/N=C(\C)CC(=O)Nc1ccc(Cl)cc1Cl | -25 | i
CCOc1ccc(-c2ccc3nnc(SCC(=O)NCC4CCCO4)n3n2)cc1 (centres undefined) | 13 | i
Cc1cccc(NC(=O)N(Cc2cc3cc(C)ccc3[nH]c2=O)CC2COCCO2)c1 (centres undefined) | -39 | i
O=C(C1=C[C@@H]2[C@H]3C(=O)N(c4ccccc4Cl)C(=O)[C@H]3[C@@H](C(=O)c3ccc(Cl)cc3)N2C=C1)c1ccccc1 | -7 | i
Cn1c(=O)c(C#N)c(-c2ccc(F)cc2)c2cc(C(=O)c3cc(Cl)cc(Cl)c3O)cnc21 | 21 | i
CCn1c(SC)nc2c(c1=O)SC(C)C2 (centres undefined) | -12 | i
CCN(CC)S(=O)(=O)c1ccc(N2CCCC2)c(NC(=O)c2ccncc2)c1 | -43 | i
CCC(C)NC(=O)c1c(-c2cc(Cl)c(OC)c(Cl)c2)noc1C (centres undefined) | -52 | i
CCOC(=O)c1c(C)sc2c1N(C(=O)CN(CC)CC)c1cc(Cl)ccc1S2 | -18 | i
O=[N+]([O-])c1cc(C(F)(F)F)cc([N+](=O)[O-])c1NN=C1CCCCC1 | 0 | i
CCCS(=O)(=O)N1CCCC(C(=O)NCCc2ccccc2)C1 (centres undefined) | -19 | i
CN1CCN(C(=O)/C=C\C(=O)O)CC1 | -14 | i
CN1CCN(C2=Cc3ccccc3Sc3cc(F)ccc32)CC1 | -5 | i
CCOC(=O)C1CCCN(C(=O)COc2ccccc2O)C1 (centres undefined) | -10 | i
CSc1ccccc1OCc1cc(C(=O)N(C)CCn2nc(C)cc2C)no1 | -16 | i
Nc1nc(Cl)cc(NCCc2ccc(O)cc2)n1 | 1 | i
O=C(c1ccc2ccccc2c1)C1CCCN(C(=O)CCn2cnnn2)C1 (centres undefined) | -25 | i
CCn1c(CNc2ccc(F)cc2)nnc1SCC#N | -4 | i

Carrying on:
Structure | OX1R antag | CHT allo act
Cc1ccccc1CS(=O)(=O)Cc1ccc(C(=O)NC2CCCC2)o1 | -7 | i
Cc1ccc(Cn2c(=O)oc3ccccc32)cc1 | -14 | i
CCOc1ccc(S(=O)(=O)NNC(=S)Nc2ccc(Br)cc2)cc1 | -7 | i
O=C(CCc1ccccc1)Nc1ccc(NC(=O)C2CC2)nc1 | 3 | i
Cc1ccc(S(=O)(=O)NCCNC(=O)c2ccc(C)nc2)cc1 | -7 | i
Cc1cccc(Nc2nc(N)nc(CSc3nccn3C)n2)c1 | -19 | i
Cc1cc(C)c(C)c(C(=O)c2ccccc2C(=O)O)c1C | -14 | i
CSCCCNC(=S)Nc1ccc(N2CCOCC2)cc1N1CCOCC1 | -18 | i
CC(=O)c1csc(CS(=O)(=O)c2ccccn2)n1 | -3 | i
Clc1cc(Cl)c(Cl)cc1Cl | 6 | x
CC1CC1C(=O)N(C)CC(=O)Nc1ccc(Cl)c(C(F)(F)F)c1 (centres undefined) | -13 | i
Cc1ccc2c(c1)N(CC(=O)NC1CCCc3ccccc31)C(=O)CO2 (centres undefined) | 5 | i
Cc1ccsc1-c1nc(CN2CCCC2c2ccc(F)cc2)c(C)o1 (centres undefined) | -21 | i
CCCCCCCCCCNC(=O)CCn1[nH]c(=O)c2ccccc2c1=O | -11 | i
Cc1ccc(C)c(NC(=O)C2CC(O)CN2C(=O)OCc2ccccc2)c1 (centres undefined) | 5 | i
CCOc1cc(/C=N/N=C(N)N)ccc1OCc1ccc(Cl)cc1 | 7 | i
COc1ccc(NC(=O)CSc2nnc(N)n2CC(=O)Nc2ccc(OC)cc2)cc1 | -9 | i
CCOC(=O)CCc1c(C)c2ccc(OC3CCCCC3=O)cc2oc1=O (centres undefined) | -20 | i
COc1ccc(CCNC(=O)C2CCC(=O)N2CCc2ccccc2)cc1OC (centres undefined) | 0 | i
Cc1c(/C=C/C(=O)c2ccc(C(C)C)cc2)cnn1C | -21 | i

(listing goes on)
Structure | OX1R antag | CHT allo act
CS(=O)(=O)c1ccc(Cl)c(NC(=O)CCN2C(=O)C3CC=CCC3C2=O)c1 (centres undefined) | -3 | x
Cc1cc(C(=O)COC(=O)c2cccs2)c(C)n1-c1c(C)n(C)n(-c2ccccc2)c1=O | -17 | i
Cc1ccccc1S(=O)(=O)c1c(C)cc(C)n(C)c1=O | -12 | i
COc1ccc(C(=O)CCc2ccccc2O)c(OC)c1 | -18 | i
CNC(=S)N1N=C(c2ccc(C)cc2)CC1c1ccc(N(C)C)cc1 (centres undefined) | -10 | i
O=C(c1ccco1)N(CCO)Cc1cc2cc3c(cc2[nH]c1=O)OCO3 | -13 | i
Cc1ccc(C)c(N2CCN(CCCNC(=O)CCn3c(=O)c4cccn4c4cccnc43)CC2)c1 | -23 | i
O=C(CNCCc1ccccc1)N1CCc2ccccc2C1 | -15 | i
Cc1cc(C)cc(NC(=O)CSc2nnc(Cn3c(=O)sc4ccccc43)n2C)c1 | -25 | i
COC(=O)C(Cc1c[nH]c2ccccc12)NC(=O)c1cccs1 (centres undefined) | -16 | i
SC(COCc1ccccc1)CN1CCN(Cc2ccc3c(c2)OCO3)CC1 (centres undefined) | -43 | i
CCC(Oc1ccccc1)C(=O)Nc1cc(C(F)(F)F)ccc1N1CCOCC1 (centres undefined) | -5 | i
CCOC(=O)c1c(C)c(C(=O)NC(C)COC)c(C)n1CC (centres undefined) | -12 | i
CC(NC(=O)Cn1nc(-c2ccccc2)c2ccccc2c1=O)c1ccccc1 (centres undefined) | -29 | i
CCN(CCC#N)c1ccc(/C=N/Nc2nc(C)cc(=O)[nH]2)c(C)c1 | -20 | i
COc1ccc(CNC(=O)C2CC(C)=C(C)CC2C(=O)O)cc1OC (centres undefined) | -4 | i
COc1ccc(C(=O)Nc2cnccn2)cc1[N+](=O)[O-] | -2 | i
CC1=NN(c2ccc(Cl)cc2)C(=O)C1C(c1cccc(O)c1)c1c(C)[nH]n(-c2ccc(Cl)cc2)c1=O (centres undefined) | 12 | i
CC(=O)N1c2ccccc2N(Cc2ccc(C)cc2C)C(=O)C1(C)C | -38 | i
CN(C)c1ccc(CNc2ccccn2)cc1 | -9 | i
COc1ccc(S(=O)(=O)N2CCOCC2)cc1C(=O)NCc1ccccc1CN1CCCC1 | -11 | x
Cc1cccc(OCc2nnc(SCC(=O)Nc3cc(C)on3)n2C)c1 | -17 | i

3 of the entries above in order of their number in OX1R antag, rising.
Structure | OX1R antag
Cn1c(SCC(=O)Nc2ccc(F)cc2)nc2c([nH]c3ccccc32)c1=O | -45
CC1(C)CC(=O)c2cnc(N3CCc4ccccc4C3)nc2C1 | -28
C=CCn1c(CSc2ccc(C)cc2)n[nH]c1=S | -10

Screening results: PubChem BioAssay, several laboratories
